PGC1a acetyl inh = inhibitors of PGC1a acetylation signal, primary screen, cell-based, U2OS, AlphaScreen, inhibitor mode; AlphaScreen anti-acetyl-lysine; with virally co-expressed GCN5 acetyltransferase; inhibition, % at 15.6 µM; 0.17% of 350,000 active; AID 651687, 2012;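 active = every replicate shows inhibition of at least 40%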;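 note: 0% = neutral control wells and 100% = positive control wells; some results beyond the cut were filed as inactive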
S100A4 MyoIIA = inhibitors of S100A4-myosin IIA peptide binding, primary screen, biochemical, fluorescence polarization, TAMRA-MyoIIA peptide; Protein S100-A4 (Homo sapiens), P26447; inhibition, % at 10.7 µM; AID 652163, 2013; 0.14% of 360,000 active;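 active = mean inhibition of at least 70% across replicates, with every replicate also reaching that level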
Target sequence (P26447 whole entry, looked up): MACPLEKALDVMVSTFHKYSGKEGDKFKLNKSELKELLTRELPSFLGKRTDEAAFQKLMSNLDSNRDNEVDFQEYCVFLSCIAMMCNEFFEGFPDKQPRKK
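Test system: S100A4 monomer protein. Medium: HEPES buffer with Ca2+, pH 7.2. Reagent: fluorescent myosin IIA peptide, 5 nM. Compound dosing: single-point compound testing. Timing: 5 min between mix addition and reading. Benchmarks: DMSO neutral and TFP positive wells.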
SIRT5 block = SIRT5 desuccinylase inhibitors, primary screen, biochemical, fluorescence imaging, single point, set 5; NAD-dependent protein deacylase sirtuin-5, mitochondrial (Homo sapiens), Q9NXA8; Purified SirT5, succinyl-peptide AMC, trypsin-coupled fluorescence; inhibition, % at 15 µM; 1.1% of 330,000 active; in the data active = inhibition above about 15%
Target sequence (Q9NXA8 whole entry, looked up): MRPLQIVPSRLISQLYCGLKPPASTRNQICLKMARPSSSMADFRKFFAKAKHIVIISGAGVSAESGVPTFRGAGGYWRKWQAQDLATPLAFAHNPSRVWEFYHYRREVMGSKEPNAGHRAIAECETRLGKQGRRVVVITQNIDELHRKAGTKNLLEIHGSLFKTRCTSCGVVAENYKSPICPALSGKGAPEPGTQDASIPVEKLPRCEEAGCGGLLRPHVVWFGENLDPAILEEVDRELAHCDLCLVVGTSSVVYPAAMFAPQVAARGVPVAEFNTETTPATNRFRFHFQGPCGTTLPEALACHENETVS
Statin myotox sup = suppressors of statin myotoxicity in C2C12 myotubes, primary screen, cell-based, single point, plate reader; AID 602340, 2012; 0.78% of 330,000 active; rescue of ATP level, % at 7.49 µM; C2C12 myotubes + simvastatin, ATP luminescence, 48 h; scaled: DMSO 0, geranylgeraniol control 100;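 active = mean ATP rescue above about 67%, or every replicate alone reaching that limit, limit read from the data, passing the limit was not always enough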;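 note: myotubes were challenged with 10 µM simvastatin during compound exposure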
LGR2 inh = inhibitors of bursicon-induced LGR2 CRE-luciferase signal, primary screen, cell-based, HEK293, CRE-luciferase reporter, bursicon stimulation; 0.35% of 380,000 active; inhibition, % at 9.99 µM; bursicon-stimulated, 4 h; Drosophila bursicon receptor LGR2 (rickets);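 active = drop in luminescence signal, shown as inhibition above about 50% in the replicate tests, limit read from the data, passing the limit was not always enough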;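 note: agonist challenge used bursicon conditioned medium at about half maximal strength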
ERAP1 HTS inh = human ERAP1 aminopeptidase inhibitors, primary screen, biochemical, single point, plate reader; 0.15% of 340,000 active; AID 652197, 2013; Endoplasmic reticulum aminopeptidase 1 (Homo sapiens), Q9NZ08; inhibition, % at 10.7 µM; recombinant ERAP1, Leu-AMC fluorescence, 60 min;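 active = mean replicate inhibition of at least 30%, or all replicates individually reaching that 30% level; inactive = mean below 30% and not every replicate reaching it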;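 note: 0% = neutral control wells and 100% = L-leucinethiol positive control wells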
Xi reactivation = activators of inactive X chromosome reactivation, primary screen, imaging, XiGFP fibroblasts, GFP high-content imaging, set 2 | XiGFP mouse fibroblasts, % GFP-positive cells imaging, 3 d; cells co-treated with 5-aza-dC sensitizer; scaled so ellipticine positive control = 100% | activation, % at 7.58 µM | 0.055% of 360,000 active | AID 743238, 2013;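 active = mean normalized replicate activation at least 10% and every replicate at or above 10%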;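 note: 0% = median of on-plate neutral control wells and 100% = ellipticine 6 µM median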
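System: XiGFP fibroblasts, SV40-immortalized. Medium: DMEM plus 5-aza-dC sensitizer. Doses: single point. Timing: 3 d treatment, 15 min room-temperature fixation. Control set: ellipticine 6 µM.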
Cneo AK release = Cryptococcus neoformans cell lysis inducers, primary screen, AK release luminescence, single concentration. C. neoformans lysis, adenylate kinase release luminescence, 4 h; normalised: neutral wells 0, clomiphene wells 100. lysis activity, % at 15 µM. 0.2% of 360,000 active. AID 651654, 2012;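 active = mean lysis activity across replicates of at least 80%, whatever share of replicates individually reach that level; inactive = mean lysis activity below 80%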
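Material – Cryptococcus neoformans yeast cells · Quantity – 5 × 10^6 yeast cells/mL · Buffer or medium – YPD medium · Compound – single dose · Timing – 4 h static compound exposure, 37 °C, read 1 h post-reagent · Signal – adenylate kinase release luminescence · Read-out basis – lysis from increased AK signal · Benchmarks – Clomiphene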
* = called active by the depositor; . = no result given; & = joins results of further samples.

Molecule,PGC1a acetyl inh,S100A4 MyoIIA,SIRT5 block,Statin myotox sup,LGR2 inh,ERAP1 HTS inh,Xi reactivation,Cneo AK release
COc1ccc(/C=C2\SC(=S)N(CCC(=O)N(CCO)Cc3ccccc3)C2=O)cc1OC,12,-4,-3,9,-28,-2,-0.1,0
COc1cccc(NC(=O)N(C)C[C@@H]2Oc3ncc(C#Cc4ccc(F)cc4)cc3C(=O)N([C@H](C)CO)C[C@H]2C)c1,0,5,8,59,-5,0,0.8,1
CC(=O)NCCn1c(SCC(=O)NC2CCCCC2)nc2ccccc2c1=O,3,0,-2,9,18,0,0.1,.
CC(C)Cn1c(CN2CCN(C)C(CCO)C2)nc2ccccc21 (configuration not stated),.,4,1,11,3,-1,0.0,0
COc1ccc(NC(C)=O)cc1S(=O)(=O)NC(C)c1ccc(-n2ccnc2)cc1 (configuration not stated),0,-10,-2,5,5,0,0.1,-2
O=C(CN1CCN(S(=O)(=O)/C=C/c2ccccc2)CC1)NC(=O)NCc1ccco1,-18,-2,.,2,1,0,.,1
CC(C)(C)NC(=O)NC(=O)COC(=O)Cc1c(Cl)cccc1Cl,3,1,-3,.,9,4,0.0,.
COc1cccc(C(=O)Nc2cc(NC(=O)c3cccs3)ccc2C)c1,.,3,-3,-17,12,0,0.0,-2
C[C@H]1CCCCO[C@H](CN(C)Cc2ccncc2)[C@@H](C)CN([C@@H](C)CO)C(=O)c2cc(NC(=O)c3ccccc3)ccc2O1,2,-4,2,-22,-41,2,-0.1,0
C[C@@H]1CN([C@H](C)CO)C(=O)c2cc(NS(=O)(=O)c3ccc(Cl)cc3)ccc2O[C@@H](C)CCCCO[C@@H]1CN(C)C(=O)C1CCCCC1,-2,11,8,.,8,2,0.1,3
CN(C(=S)Nc1ccc(Oc2ccccc2)cc1)C1CCCCC1,.,3,-7,.,0,3,0.0,.
Cc1cc(C)cc(N(CC(=O)NC2CCC(C)CC2)S(=O)(=O)c2c(C)noc2C)c1 (configuration not stated),4,0,.,-11,8,.,-0.2,4
Cc1ccc(O)c(CNc2nccs2)c1,.,0,1,23,-3,-5,0.1,-1
NC(=O)c1ccccc1NC(=O)CC1(CC(=O)O)CCCC1,.,0,4,-22,-11,0,0.4,0
CCOC(=O)C1CCN(S(=O)(=O)c2ccc3c(c2)CC(C)N3C(=O)C2CC2)CC1 (configuration not stated),-15,11,-1,-13,-21,3,0.7,14
Cc1cc(Cn2ccnc2)c(C)cc1Cn1ccnc1,4,.,.,-12,3,.,.,-1
O=C(O)CS(=O)CC(=O)Nc1cccc(C(F)(F)F)c1 (configuration not stated),.,8,3,.,1,2,0.1,.
COc1ccc(C(=O)C[n+]2ccccc2/C=N/O)cc1,.,-2,-1,.,-22,3,0.3,.
CCOc1ccc(/C=C/c2c([N+](=O)[O-])c(=O)n(C)c(=O)n2C)cc1,16,5,0,14,18,6,0.0,.
COc1ccccc1CN1C[C@@H]2C[C@@H](c3ccccc3OC)N3CCC[C@@]23C1=O,-4,-9,5,.,6,-6,0.8,1
CC1(C)CC(=O)C=C(Nc2ccc(C(=O)O)c(O)c2)C1,.,-8,11,.,12,-1,0.0,.
C[C@H]1CN([C@@H](C)CO)C(=O)Cc2cc(NC(=O)CCCN(C)C)ccc2O[C@H]1CN(C)Cc1ccc(Oc2ccccc2)cc1,-5,7,-1,16,-8,-1,0.3,21
COCc1cc(=O)[nH]c(/N=C(\N)Nc2c(F)cccc2F)n1,11,6,2,1,-9,.,0.0,1
COc1ccc(CNc2ccc([N+](=O)[O-])cc2C)cc1,4,0,-1,11,-30,4,-0.1,.
COc1ccc(C(=O)Nc2ccc3c(c2)C(=O)N(C)C[C@@H](OC)[C@H](C)CN(C)[C@H](C)CO3)cc1,14,15,2,-26,6,6,0.0,-5
CCCOc1ccc(C(CC(=O)O)NS(=O)(=O)c2ccc(NC(C)=O)cc2)cc1 (configuration not stated),1,-3,-1,.,1,4,.,-2
O=C(O)c1ccc(CNCc2ccc(F)cc2)cc1,-2,9,-6,5,-6,-4,0.0,.
COc1ccc(CC(=O)N(Cc2ccccc2)c2ccc(C)cc2)cc1S(=O)(=O)N1CCOCC1,-2,20,-7,23,-1,0,-0.1,-6
Cn1c(N)c(N=O)c(=O)n(C)c1=S,.,-4,3,-4,-11,1,0.1,0
O=C(NC1CC1)C1=C[C@@H](c2coc3ccccc3c2=O)C[C@@H](OCCCCO)O1,-8&2,-24&-7,-1,6,9,2,0.3,8&0

Single records (already shown). Values in the order: PGC1a acetyl inh | S100A4 MyoIIA | SIRT5 block | Statin myotox sup | LGR2 inh | ERAP1 HTS inh | Xi reactivation | Cneo AK release
Profile of `Cc1cc(C)cc(N(CC(=O)NC2CCC(C)CC2)S(=O)(=O)c2c(C)noc2C)c1` (configuration not stated) → 4 | 0 | . | -11 | 8 | . | -0.2 | 4
Profile of `COc1ccc(CNc2ccc([N+](=O)[O-])cc2C)cc1` → 4 | 0 | -1 | 11 | -30 | 4 | -0.1 | .
Profile of `Cn1c(N)c(N=O)c(=O)n(C)c1=S` → . | -4 | 3 | -4 | -11 | 1 | 0.1 | 0
Profile of `COc1ccc(/C=C2\SC(=S)N(CCC(=O)N(CCO)Cc3ccccc3)C2=O)cc1OC` → 12 | -4 | -3 | 9 | -28 | -2 | -0.1 | 0
Profile of `COc1ccc(CC(=O)N(Cc2ccccc2)c2ccc(C)cc2)cc1S(=O)(=O)N1CCOCC1` → -2 | 20 | -7 | 23 | -1 | 0 | -0.1 | -6

Continued:
Molecule,PGC1a acetyl inh,S100A4 MyoIIA,SIRT5 block,Statin myotox sup,LGR2 inh,ERAP1 HTS inh,Xi reactivation,Cneo AK release
O=[N+]([O-])c1cc(N=Nc2ccc3ccccc3c2)ccc1O,16,4,-2,0,-14,-6,-0.1,6
Cc1cc(C(=O)Nc2cccc3c2O[C@H](CN(C)Cc2ccc(-c4ccccc4)cc2)[C@H](C)CN([C@@H](C)CO)C3=O)n(C)n1,2,1,-4,18,11,-1,-0.1,2
O=S(=O)(Nc1ccc(O)c2ncccc12)c1ccccc1F,4,10,14,-1,18,-4,0.2,-2
COc1ccc(NC(=O)Nc2cccc3c2O[C@@H](CN(C)S(C)(=O)=O)[C@H](C)CN([C@@H](C)CO)C3=O)cc1,1,12,-1,.,6,1,0.1,-4
CCN1[C@@H]2c3ccc(-c4cccc(F)c4)c(=O)n3C[C@H]1[C@H](CO)[C@H]2C(=O)NCC1CC1,.,4,-3,7,2,-2,0.0,3
O=C(O)CCCC(=O)Nc1ccc(-n2ccc(C(F)(F)F)n2)cc1,3,-3,5,6,.,-3,0.0,4
O=C(NCc1cccnc1)c1cc(-c2ccc(Cl)cc2)oc1C(F)(F)F,-7,0,2,5,-3,1,-0.1,.
Cc1ccc(S(=O)(=O)NCCC(=O)N2CC(C)OC(C)C2)cc1 (configuration not stated),.,2,-3,-2,12,-1,0.0,0
Cn1cccc1C(=O)NNC(=O)COc1ccccc1F,-2,-5,-1,2,-14,-5,0.6,-2
O=C(C[C@H]1C[C@@H]2c3cc(NC(=O)Nc4ccccc4F)ccc3O[C@@H]2[C@@H](CO)O1)NCc1ccncc1,0,3,0,2,-9,0,-0.1,2
Cc1nc(-c2coc3cc(C)c(N=O)c(O)c3/c2=N\N)cs1,-5,-3,0,5,21,-3,0.2,8
NC(=S)NN=Cc1nccc2ccccc12,1,-1,1,-24,18,1,-0.1,0
CCOC(=O)c1ccc(NC(=O)CSc2nc3c(c(=O)n2CC)SC(C)C3)cc1 (configuration not stated),-9,-3,1,-4,10,4,0.1,-1
C[C@@H]1CCCCO[C@H](CN(C)C(=O)NC2CCCCC2)[C@@H](C)CN([C@H](C)CO)C(=O)c2cc(NC(=O)NC3CCCCC3)ccc2O1,-5,-4,1,.,2,4,0.2,-12
C[C@@H]1CN([C@@H](C)CO)C(=O)c2cc(NC(=O)Nc3cccc4ccccc34)ccc2O[C@@H]1CN(C)S(=O)(=O)c1ccc(Cl)cc1,3,-3,1,15,-2,-1,0.0,-2
O=C(N/N=C/c1ccccc1F)NC12CC3CC(CC(C3)C1)C2,-7,-5,4,-8,-62,-1,0.0,4
COc1ccc(S(=O)(=O)N2CCCCC2)cc1NC(=O)c1cnc(C)cn1,-2,-2,-2,0,-9,2,0.3,-1
Fc1ccc(F)c(CN2[C@@H]3CNC[C@H]2C3c2ccc(-c3ccccc3)cc2)c1 (some centres not stated),.,-4&-4,0&-2,.,32&-20,-2&2,0.2&0.0,.
O=C(Nc1nc(-c2cccc3ccccc23)cs1)c1cnccn1,5,.,.,.,0,.,0.6,4
O=C(NC1CCCC1)C(C1CC1)n1c(C2CCCC2)nc2ccccc21 (configuration not stated),.,-2,0,.,10,0,.,.
O=C(Nc1nnc(C2CC2)s1)c1ccc(Cl)c(S(=O)(=O)N2CCc3ccccc3C2)c1,.,0,-1,.,-8,1,-0.1,.
COc1ccc(S(=O)(=O)Nc2cccc3c2O[C@@H](CN(C)S(=O)(=O)c2ccc(F)cc2)[C@H](C)CN([C@H](C)CO)C3=O)cc1,0,8,3,-13,6,1,-0.8,0
O=C(Nc1ccccc1)N1CCCCN2[C@H](CO)[C@H](c3ccc(C#CC4CC4)cc3)[C@@H]2C1,10,13,2,.,9,0,0.0,0
Brc1ccc(/C=N/Nc2nncc(-c3ccccc3)n2)o1,.,10,-6,.,0,-1,0.0,.
CCCNC(=O)C[C@@H]1CC[C@H]2[C@H](COc3ccc(NC(=O)Cc4cccs4)cc3C(=O)N2C)O1,6,.,.,16,23,.,0.2,-1
CCC1Sc2ccc(S(=O)(=O)CCC(=O)Nc3ccccc3Br)cc2NC1=O (configuration not stated),3,2,0,4,-2,-2,0.0,9
CS(=O)(=O)N1C[C@@H](O)COC[C@H]2O[C@@H](CC(=O)NC3Cc4ccccc4C3)CC[C@@H]21,5,5,9,-12,-1,2,0.1,-2
CCC(C)[C@H](NC(=O)N1CC(=O)Nc2ccccc21)C(=O)Nc1ccccc1C (some centres not stated),4,0,8,-2,0,0,0.1,-1
CCc1ccc(S(=O)(=O)NCCc2cn3cccc(C)c3n2)s1,.,1,0,.,-2,-6,0.1,.
C=CCNC(=O)C1CCN(S(=O)(=O)c2ccc3ccccc3c2)CC1,6,0,-2,22,13,-1,0.1,7
CCC(=O)N[C@H]1C=C[C@@H](CC(=O)NCc2ccccc2OC)O[C@H]1CO,6,8,0,3,22,-2,0.1,0
Cc1ccc(S(=O)(=O)N2CCOCC2)cc1C(=O)N1CCC(Cc2ccccc2)CC1,.,3,2,8,27,-4,0.1,0
Cc1[nH]nc(SCC(=O)N2CCCC2)c1[N+](=O)[O-],-2,10,2,6,3,-3,0.1,-2

The list is partial; rates above refer to the full screens.
